Screens as filed in PubChem.
bIAP act = increases bovine intestinal alkaline phosphatase activity; purified bovine IAP, CDP-star luminescence, 30 min; hits give high values; fold of DMSO-control signal, blank-subtracted; activation factor at 20 µM; 200,000 tested, 0.17% active;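 active means activation factor of 2 or more at 20 µM, a signal rise over negative controls twice the positive control's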
ROMK mod = modulators of human ROMK potassium channel | P48048 | Tet-inducible ROMK, thallium flux fluorescence; actives lie on both sides | B-score at 10 µM | 130,000 tested, 2% active | AID 1918;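 active means signal ratio slope over the read window, or its plate-corrected B-score, at least 3 SD from the plate mean, either direction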;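 further: B-score of the F/F0 ratio slope over 7 to 12 s after thallium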
Target sequence (P48048 whole entry, looked up): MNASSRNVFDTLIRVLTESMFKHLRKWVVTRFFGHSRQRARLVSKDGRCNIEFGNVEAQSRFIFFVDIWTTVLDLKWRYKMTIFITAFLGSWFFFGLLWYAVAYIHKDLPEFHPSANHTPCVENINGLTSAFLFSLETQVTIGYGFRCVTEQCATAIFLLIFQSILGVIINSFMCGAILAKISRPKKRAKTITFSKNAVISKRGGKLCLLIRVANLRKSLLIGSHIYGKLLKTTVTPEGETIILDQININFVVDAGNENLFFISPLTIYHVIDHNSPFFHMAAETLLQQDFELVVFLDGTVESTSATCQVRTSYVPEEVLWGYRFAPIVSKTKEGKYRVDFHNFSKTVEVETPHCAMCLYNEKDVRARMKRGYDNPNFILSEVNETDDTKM
L major viab = inhibitors of Leishmania major promastigote growth | 200,000 tested, 9% active | Leishmania major promastigotes, resazurin fluorescence viability | inhibition, % at 10 µM; in the data active means inhibition above about 50%;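 further: promastigotes grown with compound for 44 hours at 28 °C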
TLR4 MyD88 comp = inhibitors of human TLR4-MyD88 binding; AID 861; 200,000 tested, 0.18% active; HeLa CL3-4 TLR4/MyD88 BLA complementation, FRET ratio; inhibition, % at 8.4 µM; O00206+Q99836; in the data active means inhibition above about 25%;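 further: 0% = vehicle and 100% = reference inhibitor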
PPARg SRC3 recr = agonists of human PPARgamma SRC-3 coactivator recruitment. biochemical PPARgamma/SRC-3 coactivator recruitment assay. P37231. 200,000 tested, 0.26% active. activation, % at 8 µM; in the data active means activation above about 23%;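 further: 0% = DMSO and 100% = reference agonist; some compounds past the cut are filed as inactive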
Target sequence (P37231 whole entry, looked up): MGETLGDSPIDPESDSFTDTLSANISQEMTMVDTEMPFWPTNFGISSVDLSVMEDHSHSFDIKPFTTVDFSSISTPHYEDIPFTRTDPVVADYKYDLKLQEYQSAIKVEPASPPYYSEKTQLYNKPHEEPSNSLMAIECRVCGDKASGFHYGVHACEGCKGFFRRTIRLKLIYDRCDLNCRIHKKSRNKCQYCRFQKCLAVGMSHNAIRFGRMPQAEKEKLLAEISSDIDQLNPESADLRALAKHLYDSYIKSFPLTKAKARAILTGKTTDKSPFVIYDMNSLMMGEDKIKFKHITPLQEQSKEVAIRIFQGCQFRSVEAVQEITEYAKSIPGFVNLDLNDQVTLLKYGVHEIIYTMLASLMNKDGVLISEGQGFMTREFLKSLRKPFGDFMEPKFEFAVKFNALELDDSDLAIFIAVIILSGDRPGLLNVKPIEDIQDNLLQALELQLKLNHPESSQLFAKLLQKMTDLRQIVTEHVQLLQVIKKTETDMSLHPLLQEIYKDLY
PPARg SRC1 recr = PPARgamma-driven SRC-1 recruitment agonism; PPARgamma-SRC-1 coactivator recruitment biochemical assay; activation, % at 8 µM; 200,000 tested, 0.41% active; in the data active means activation above about 19%;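 further: 0% = DMSO and 100% = reference agonist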
PPARg SRC2 recr = promotes SRC-2 coactivator recruitment by human PPARgamma; P37231; PPARgamma LBD-SRC-2 recruitment, biochemical; activation, % at 8 µM; 200,000 tested, 0.34% active; in the data active means activation above about 22%;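 further: 0% = vehicle and 100% = reference agonist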
DTT redox prof = compounds producing H2O2 with reducing agent – biochemical, NIH compound library profiling, artefact control for MLSCN library redox annotation, primary screen; DTT-dependent redox cycling H2O2, phenol red/HRP absorbance; 100% = 100 µM peroxide control, 0% = buffer; AID 878; 200,000 tested, 0.03% active; activation, % at 10 µM;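 active means activation of at least 50% relative to the plate's high and low controls in the primary single-dose screen; inactive means activation below 50%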;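 further: compound incubated with DTT at 0.8 mM final as the reducing agent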
S1P3 antag = antagonists of human S1P3 receptor; Q99500; CHO S1P3 NFAT-BLA reporter, FRET fluorescence, antagonist mode; inhibition, % at 4.98 µM; 170,000 tested, 0.27% active;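 active means inhibition above the plate cutoff, the mean inhibition of test wells on that plate plus 3 SD, cut at about 28% in these data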;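 further: cells challenged with S1P at its EC80 of 0.8 µM; blue over green emission ratio from cleaved BLA substrate after 4 h stimulation; 0% = S1P-stimulated wells and 100% = unstimulated DMSO-only wells; some compounds past the cut are filed as inactive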
SRC2 TRFRET art = flags TR-FRET format artefacts in PPARgamma SRC-2 recruitment agonist screen. TR-FRET ratio at 8 µM. TR-FRET artefact counter-screen; hits give high values. 200,000 tested, 0.4% active; in the data active means TR-FRET ratio above about 2000; further: inactives centre near 1500; reference of the scale not given here
bIAP inhibitor = blocks bovine intestinal alkaline phosphatase activity | purified bovine IAP, CDP-star luminescence, 30 min | inhibition, % at 20 µM | 190,000 tested, under 10 active | AID 1019;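 active means over 50% inhibition of intestinal alkaline phosphatase at 20 µM in the single-dose screen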
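System: purified bovine intestinal alkaline phosphatase (IAP) enzyme; Input: IAP diluted 1/65,000,000 in the well; Measured by: CDP-star luminescence signal; Compound dosing: 20 µM single dose; Incubation: 30 min reaction at room temperature.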
Active calls of the source: *; · = not tested or not shown. An unsorted share of the library; overall some 11% were active at least once.

SMILES	bIAP act	ROMK mod	L major viab	TLR4 MyD88 comp	PPARg SRC3 recr	PPARg SRC1 recr	PPARg SRC2 recr	DTT redox prof	S1P3 antag	SRC2 TRFRET art	bIAP inhibitor
O=C(Nc1ccon1)c1ccc(Br)o1	0.9	0	-3	-4	4	2	9	-3.7	1	1624	11
NS(=O)(=O)c1cccc(NC(=O)CCS(=O)(=O)c2ccc(Cl)cc2)c1	1.1	0.73	-4	-5	0	-2	1	-0.6	9	1490	-11
Nc1ccc(N2CCN(c3ccc(Cl)c(Cl)c3)CC2)cc1	0.9	0.65	98*	-12	-1	-4	-2	-0.5	-8	1664	8
O=CN1CCCN(Cc2nc(-c3cccc(Cl)c3)no2)CC1	1	1	-3	-2	0	8	14	-1.6	-1	1773	3
CCCCc1ccc(-c2csc(/C(C#N)=C\c3ccc(C)o3)n2)cc1	0.7	·	-2	9	4	3	7	2.5	·	1479	33
Cc1cc(C)cc(N(C(=O)c2cccs2)C2C=CS(=O)(=O)C2)c1 (stereo not given)	0.9	-1	3	11	2	6	13	0.1	-1	1703	6
O=C(NCc1cccnc1)C1CCCN(S(=O)(=O)c2ccc(Cl)cc2)C1 (stereo not given)	1.1	·	-6	12	1	-8	8	1.7	-5	1396	-10
C/C=C/C(=O)OCC(=O)Nc1cccc(F)c1	1	-0.92	-1	-6	0	8	13	-1.9	5	1701	2
O=S(=O)(NCc1ccco1)c1cnc(Cl)c(Br)c1	1	0.36	8	11	-4	-5	-5	-0.1	4	1300	2
Cc1cccc(/C=N/Nc2nncc3ccccc23)c1	1.1	0.31	16	-3	6	18	1	0.5	11	1632	-11
CCCN(/C=N/c1sc2c(c1C#N)CCCCC2)CCC	1	·	18	-2	-3	-3	4	2.8	·	1635	4
CCCn1c(SCC(=O)N2CCCc3ccccc32)nnc1-c1ccco1	1	-0.75	6	-1	-6	4	-7	1.1	-18	1628	0

Quoted at random: 5 compounds from above
SMILES	bIAP act	ROMK mod	L major viab	TLR4 MyD88 comp	PPARg SRC3 recr	PPARg SRC1 recr	PPARg SRC2 recr	DTT redox prof	S1P3 antag	SRC2 TRFRET art	bIAP inhibitor
Cc1cc(C)cc(N(C(=O)c2cccs2)C2C=CS(=O)(=O)C2)c1 (stereo not given)	0.9	-1	3	11	2	6	13	0.1	-1	1703	6
Nc1ccc(N2CCN(c3ccc(Cl)c(Cl)c3)CC2)cc1	0.9	0.65	98*	-12	-1	-4	-2	-0.5	-8	1664	8
O=CN1CCCN(Cc2nc(-c3cccc(Cl)c3)no2)CC1	1	1	-3	-2	0	8	14	-1.6	-1	1773	3
CCCCc1ccc(-c2csc(/C(C#N)=C\c3ccc(C)o3)n2)cc1	0.7	·	-2	9	4	3	7	2.5	·	1479	33
CCCN(/C=N/c1sc2c(c1C#N)CCCCC2)CCC	1	·	18	-2	-3	-3	4	2.8	·	1635	4

Additional results follow:
SMILES	bIAP act	ROMK mod	L major viab	TLR4 MyD88 comp	PPARg SRC3 recr	PPARg SRC1 recr	PPARg SRC2 recr	DTT redox prof	S1P3 antag	SRC2 TRFRET art	bIAP inhibitor
Cc1c(CNC(=O)c2cnn3c2NC(c2ccccc2)CC3C(F)(F)F)cnn1C (stereo not given)	1	·	2	-12	14	5	4	-3.3	-3	1562	-3
CN(C)c1ccc(CNC2C3CC4CC(C3)CC2C4)cc1 (stereo not given)	0.9	·	76*	2	8	-1	8	0.9	·	1609	8
COc1cc(NC(=S)NCCCN2CCOCC2)cc(OC)c1	0.9	·	3	0	1	-5	1	0.1	0	1682	9
Cc1ccc(C(=O)NCCn2cc(SCC(=O)Nc3cc(C)on3)c3ccccc32)cc1	0.9	·	29	5	-1	6	-4	-0.8	-4	1760	9
Cc1ccccc1/C=C/C(=O)N1CCOCC1	1.1	1.1	-4	-9	2	-1	6	0.1	-7	1612	-6
NS(=O)(=O)c1cccc(NC(=O)CCSc2ccccc2Cl)c1	1	-0.27	-2	-9	0	-3	-2	-0.1	-7	1623	1
O=C(O)/C=C/C(=O)NCCNc1ncc(C(F)(F)F)cc1Cl	1	1.1	0	8	9	11	12	-2.0	2	1585	0
CC(C)n1c(CSCc2ccc(Cl)cc2Cl)n[nH]c1=S	0.6	0.42	6	-2	3	-1	4	-1.2	-7	1614	38
CC1=C(c2ccc(F)cc2)[N+](=O)C(C)(C)N1[O-]	1.3	1.2	-1	0	3	6	6	-0.1	-12	1652	-31
CC1CCN(C(=O)COc2cccc3c2CCN(C)C3=O)CC1	1.1	0.33	-5	-12	-1	-9	-4	0.2	-13	1471	-7
CN1CCc2nc3ccc(Cl)cc3c(-c3ccccc3Cl)c2C1	0.3	·	32	-2	-1	5	5	0.1	5	1729	·
COC(=O)C1=CN(CC2CCCO2)C=C(C(=O)OC)C1c1ccccc1C(F)(F)F (stereo not given)	1.2	·	6	-3	5	5	-12	1.7	·	1404	-21
Cc1nn(CC(=O)N(C)Cc2ccc(F)cc2)c(C)c1[N+](=O)[O-]	0.8	·	4	15	1	-4	8	0.3	6	1478	16
COc1ccc(CC(=O)Nc2ncc([N+](=O)[O-])s2)cc1OC	1	-0.27	16	-12	6	-3	3	-0.7	-11	1605	0
CCOc1ccc(N(C(=O)/C=C/C(=O)Nc2cc(C)on2)C(C(=O)NC2CCCC2)c2ccccc2C)cc1 (stereo not given)	1.1	·	87*	-2	-8	10	15	2.3	·	1522	-10
CCOC(=O)N1CCN(C(=O)C2CCC(CNS(=O)(=O)c3ccc(Cl)cc3)CC2)CC1 (stereo not given)	1.1	0.018	-4	4	6	11	5	-6.4	8	1568	-9
COc1ccc(C(=O)N2CCCC(CCC(=O)NCc3ccc(F)c(F)c3)C2)o1 (stereo not given)	1.1	-0.14	-7	-5	6	9	7	-0.5	-6	1424	-8
C/C(=N/NC(=O)c1ccccc1O)c1ccc(N2C(=O)C3CCCCC3C2=O)cc1 (stereo not given)	0.9	·	-6	3	-2	-2	1	3.1	·	1412	5
CN(Cc1ccccc1)c1ccc(S(=O)(=O)N2CCOCC2)cn1	1	0.2	-8	-4	2	3	-2	0.4	·	1467	-2
CCCN1C(=O)c2cc(C(=O)O)ccc2C1O (stereo not given)	0.7	·	-7	-8	-4	0	12	-0.2	-33	1611	26
COc1cc(OC)cc(-c2cn[nH]c2N)c1	0.9	0.3	-2	2	6	13	5	-1.6	3	1610	10
O=C(/C=C\Nc1ccc2c(c1)OCO2)c1ccc(Cl)s1	0.9	-0.016	8	-1	-1	0	-7	-0.4	-10	1601	13
CCS(=O)(=O)Nc1cccc(C2=NN(S(=O)(=O)c3ccc(F)cc3)C(c3cccs3)C2)c1 (stereo not given)	0.8	-0.33	34	-8	-2	0	-8	-0.2	8	1512	15
C[n+]1cc[nH]c1SCC(=O)c1ccc(Cl)cc1	0.9	0.05	17	-15	-2	-5	-1	-0.2	-29	1362	7
Cc1nn(C)c(Oc2cccc(Cl)c2)c1C#N	1.1	-1.1	0	-8	1	5	6	-2.2	0	1712	-9
O=S(=O)(c1ccccc1)c1nc(-c2ccco2)oc1NCc1ccco1	0.9	0.045	1	5	-10	0	11	0.6	14	1315	11
CC(CN1CCCCC1)OC(=O)C1c2ccccc2Oc2ccccc21 (stereo not given)	1.1	-1.6	-5	-11	3	1	5	0.2	·	1506	-7
Cc1nc2sc(C(c3ccco3)N3CCN(c4ccc(F)cc4)CC3)c(O)n2n1 (stereo not given)	0.9	·	8	-14	-7	6	1	-0.3	6	1404	14
O=C(CC12CC3CC(CC(C3)C1)C2)NCC(=O)OCc1cc(=O)oc2ccc3ccccc3c12	1.1	·	-2	-6	4	6	2	0.6	-16	1587	-12
O=Cc1cccn1-c1ccc2ccccc2c1	1.1	1.3	11	1	-2	8	8	0.1	-22	1612	-6
Cc1ccccc1-n1c(C)nnc1SCc1nc2ccccc2s1	0.9	·	-5	3	1	4	6	-1.1	24	1730	10
O=C(NC1CCCC1)c1ccccc1-c1nc2ccccc2[nH]1	1	0.76	5	-2	-6	-4	2	0.0	·	1358	-4
COCCCN(C(=S)NC(=O)c1ccc(Br)cc1)c1c(N)n(Cc2ccccc2)c(=O)[nH]c1=O	1.1	0.41	-14	-12	1	2	6	-1.6	-4	1687	-5
Cn1c(CCNC(=O)c2ccccc2)nc2ccccc21	0.9	-0.031	-4	5	0	3	-1	0.4	-10	1628	6
O=C(Cc1cccs1)Nc1nc2c(ccc3ccccc32)s1	0.9	0.0029	-2	-8	0	6	8	0.0	·	1597	9
CCOc1ccc(C(=O)N(c2ccccn2)C2CCCCC2)cc1	1	·	16	2	7	5	19	-0.1	-9	1616	-3
Cc1ccc(NC(=O)CNC(c2ccccc2)c2ccccc2)c(F)c1	0.6	0.68	71*	1	-2	3	0	0.6	2	1719	43
Cc1ccc2c3c(c(SCC(=O)Nc4nonc4C)nc2c1)CCCC3	0.9	0.47	-5	-7	0	0	11	0.7	·	1449	11
Cc1nc(NC(=O)C(C)Oc2cccc(Cl)c2)sc1C(=O)N(C)C (stereo not given)	0.9	0.43	18	-15	3	1	3	-0.1	-13	1407	8
CC(C)(C)C(=O)/C=c1\[nH]c(=O)/c(=C\c2ccc(C#N)cc2)s1	0.8	·	60*	-14	2	7	7	0.3	1	1703	18
O=C(O)c1cc(S(=O)(=O)N2CCN(c3ccccn3)CC2)ccc1Cl	1	-0.086	-4	-11	-1	3	-6	0.0	5	1388	1
CCc1cc2ccc(OC)cc2nc1SCC(=O)Nc1cc(C)on1	0.9	·	2	0	13	4	0	2.1	-11	1582	6
COCCn1c(C)cc2c(c1=O)C(c1ccccc1F)C(C#N)=C(N)O2 (stereo not given)	1.1	·	-1	0	8	6	4	2.4	-21	1673	-10
CC(=O)Nc1cccc(OCC(O)Cn2c(C)nc3ccccc32)c1 (stereo not given)	0.9	0.053	5	-6	3	7	16	0.2	·	1525	5
S=c1[nH]nc(C2CCCCC2)n1/N=C/c1ccco1	0.9	0.023	-6	-7	-2	0	-5	0.1	-1	1466	11
Cc1ccc2c(Cl)cc(Cl)c(OCC(=O)N3CCCC3)c2n1	1.2	0.38	0	-2	1	-4	1	-1.8	11	1820	-19
COC(=O)c1ccc(NC(=O)Cn2nnc3ccccc32)cc1	0.8	·	9	5	-6	-1	-5	2.4	-18	1595	15
CC1CC(NC(=O)N(C)C)N(C)C(=O)N1 (stereo not given)	0.9	1	-3	-3	-3	-6	-11	-0.1	-13	1371	9
c1ccc(-c2noc(-c3ccc4ccccc4c3)n2)nc1	0.9	·	3	-4	0	-4	4	-2.4	4	1439	8
COc1ccc(C(=O)/C=C/Nc2ccc(S(=O)(=O)Nc3onc(C)c3C)cc2)cc1	1.2	1.8	66*	-5	4	-3	11	-0.6	-14	1871	-17
Cc1ccccc1N1CC(=O)N(c2ccccc2C)CC1=O	0.9	·	-6	10	2	2	2	-15	·	1517	10
COc1ccc(OC)c(CNC(=O)CCCc2cn(C)c3ccccc23)c1	1.1	1.3*	6	1	-2	6	1	0.2	4	1320	-14
CC(C)CN1C(=O)C(=Nc2cccnc2)c2ccccc21	1	0.019	82*	-3	2	14	6	-1.0	-12	1614	3
